Screens as filed in PubChem.
TAAR1 antag: antagonists of human TAAR1 | CHO RD-HGA16 TAAR1, Fluo-8 calcium fluorescence, antagonist | 1.5% of 360,000 active | inhibition, % at 3 µM | Q96RJ0;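 active = inhibition above a per-plate cutoff, the mean inhibition of test compounds on that plate plus 3 SD, cut at about 49% in these data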;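 also: 0% = DMSO plus EC80 beta-PEA response and 100% = DMSO alone without agonist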
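Test system: RD-HGA16 CHO cells with stable hTAAR1 and Gα16 / Probe or stimulus: EC80 β-phenethylamine stimulus / Times: seeding 17-24 h prior, 75-min 37 °C, 30-min RT dye loading / Detection: Fluo-8 calcium-sensitive fluorescence / Read-out basis: % inhibition scaled between DMSO and EC80 PEA controls / Repeats: singlicate, one well per test compound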
CHO-K1 Ca ag: counter-screen for M1 agonists: effect in parental CHO-K1 cells; Fluo-8 calcium fluorescence; scaled to maximal ATP response, vehicle zero; activation, % at 3 µM; 0.48% of 360,000 active; AID 602248; in the data active = activation above about 15%;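 also: untransfected CHO-K1 host cells lacking M1 receptor as counterscreen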
GPR7 antag: blocks human GPR7 receptor signaling; inhibition, % at 4.4 µM; GPR7-expressing cells, fluorescence antagonist assay; P48145; AID 1861; 1.1% of 290,000 active; in the data active = inhibition above about 16%, passing the limit was not always enough;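 also: cells stimulated with the agonist NPW; 0% = agonist with vehicle and 100% = vehicle without agonist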
Target sequence (P48145 whole entry, looked up): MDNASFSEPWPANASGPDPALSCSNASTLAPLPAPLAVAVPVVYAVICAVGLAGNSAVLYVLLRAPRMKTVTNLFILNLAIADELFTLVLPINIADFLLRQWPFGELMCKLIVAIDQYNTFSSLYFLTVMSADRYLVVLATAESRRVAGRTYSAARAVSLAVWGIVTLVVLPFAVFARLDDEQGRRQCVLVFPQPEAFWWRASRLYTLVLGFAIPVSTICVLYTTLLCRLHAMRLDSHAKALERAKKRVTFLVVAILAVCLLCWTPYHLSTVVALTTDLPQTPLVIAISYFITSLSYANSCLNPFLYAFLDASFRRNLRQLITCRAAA
CHO-K1 Ca antag: nonselective inhibitor or artifact in parental CHO-K1 cells | ATP-induced calcium, Fluo-8 fluorescence | inhibition, % at 3 µM | 0.6% of 360,000 active | AID 602250;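 active = inhibition above a per-plate cutoff, the plate's mean sample inhibition plus 3 SD, cut at about 24% in these data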;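 also: 0% = DMSO plus EC80 ATP and 100% = DMSO alone without ATP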
M1 PAM parental: M1 PAM counterscreen hit in parental CHO-K1 cells; ATP EC20, Fluo-8 calcium fluorescence; 0% at ATP EC20, 100% at ATP max; activation, % at 3 µM; 0.02% of 360,000 active;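 active = activation above the run cutoff, the mean activation of all test compounds plus 3 SD, cut at about 40% in these data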;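 also: peak over basal fluorescence ratio in a 140 s read after ATP addition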
OXTR ag: human OXTR agonism | P30559 | CHO-OTR cells, Fluo-8 calcium fluorescence; normalized: DMSO 0%, oxytocin 100% | activation, % at 3 µM | 0.32% of 320,000 active | AID 2435;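 active = activation above the mean of all tested compounds plus 3 SD, cutoff set per screening run, cut at about 20% in these data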;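 also: peak over basal fluorescence ratio from a 100 s FLIPR kinetic read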
V1R ag counter: V1a receptor agonism, counter-screen for OXTR agonists; P37288; CHO-V1R cells, Fluo-8 calcium fluorescence, agonist mode; 0% DMSO, 100% 3 nM vasopressin; activation, % at 3 µM; 0.25% of 320,000 active; AID 2797;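 active = activation above the mean activation of all tested compounds plus 3 SD, per screening run, cut at about 20% in these data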;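 also: signal is peak over basal fluorescence ratio across a 100 second FLIPR read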
Target sequence (P37288 whole entry, looked up): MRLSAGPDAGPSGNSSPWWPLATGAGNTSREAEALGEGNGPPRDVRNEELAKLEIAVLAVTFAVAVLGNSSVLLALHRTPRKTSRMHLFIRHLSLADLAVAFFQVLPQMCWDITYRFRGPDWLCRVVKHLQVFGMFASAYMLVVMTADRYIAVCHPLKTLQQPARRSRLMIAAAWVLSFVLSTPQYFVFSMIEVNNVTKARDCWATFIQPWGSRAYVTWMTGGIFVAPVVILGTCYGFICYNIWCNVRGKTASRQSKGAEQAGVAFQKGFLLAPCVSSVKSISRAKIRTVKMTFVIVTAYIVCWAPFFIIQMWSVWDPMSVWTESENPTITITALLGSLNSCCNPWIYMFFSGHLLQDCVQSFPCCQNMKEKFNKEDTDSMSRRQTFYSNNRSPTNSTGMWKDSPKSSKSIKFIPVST
OXTR potentiator: human OXTR potentiation; 0.061% of 320,000 active; activation, % at 3 µM; P30559; CHO-OTR cells, Fluo-8 calcium fluorescence, potentiator mode; 0% = oxytocin EC15, 100% = EC100;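 active = activation above that plate's cutoff, the mean activation of tested compounds plus 3 SD, cut at about 6.6% in these data, passing the limit was not always enough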;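 also: 100% uses oxytocin at 75 nM as the full agonist control; some results filed as inactive read as strong as hits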
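Material: CHO-OTR cells, human receptor; compound dosing: single dose, 3.0 µM nominal final compound concentration; schedule: 6 min compound pre-incubation at room temperature, 100 s kinetic read; measured by: kinetic Fluo-8 calcium fluorescence; read-out basis: % activation vs EC15 and EC100 oxytocin; controls: EC15 oxytocin alone as 0%, 75 nM oxytocin as 100%; replicates: singlicate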
CHO parental Ca: signal in parental CHO cells, OX1R antagonist counter-screen; inhibition, % at 5.6 µM; 0.63% of 330,000 active; parental CHO-K1, ATP-induced calcium, Fluo-8 fluorescence; AID 463079;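 active = inhibition above that plate's mean sample inhibition plus 3 SD, cut at about 26% in these data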;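 also: 0% = ATP-challenged DMSO wells and 100% = DMSO wells without ATP; some compounds past the cut are filed as inactive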
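Material – parental CHO cells · Reagent – ATP stimulus · Compound – single nominal dose of 5.6 µM per compound · Detection – Fluo-8 fluorescence · Read-out basis – percent inhibition of calcium signal · Controls – ATP-challenged DMSO wells low, unchallenged DMSO wells high · Repeats – no replicates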
An asterisk follows results filed as active; nt = no result given.

nr	molecule	TAAR1 antag	CHO-K1 Ca ag	GPR7 antag	CHO-K1 Ca antag	M1 PAM parental	OXTR ag	V1R ag counter	OXTR potentiator	CHO parental Ca
1	Cc1cccc(-n2c(=S)[nH]c3nc4c(cc3c2=O)COC(C)(C)C4)c1	-25	0.4	-8	-3	11	0.3	0.2	-4	-10
2	COc1ccc(S(=O)(=O)Nc2ccccn2)cc1C	22	-0.3	-1	-1	9	0.0	0.8	-2	-8
3	Cc1[nH]n(-c2ccccc2)c(=S)c1C=NCCCN=Cc1c(C)[nH]n(-c2ccccc2)c1=S	21	1.0	-5	-10	24	-0.8	-0.2	-3	2
4	CC(=O)Nc1ccc(S(=O)(=O)NCCc2ccccc2)cc1	13	2.9	1	-21	5	5.3	3.3	-6	-4
5	O=C(CN1CCN(c2ccccn2)CC1)Nc1nc2ccccc2s1	-12	3.0	-8	-7	3	1.7	1.1	1	-4
6	CCCCn1nnnc1C(c1cccs1)N1CCN(C/C=C/c2ccccc2)CC1 (stereo unspecified)	-11	-0.1	nt	-7	-1	nt	nt	nt	nt
7	CCCn1c(SCC(=O)NCC2CCCO2)nc2c1c(=O)n(C)c(=O)n2C (stereo unspecified)	-6	0.4	-13	-4	-1	0.0	0.0	-3	-3
8	c1ccc(SCCN2CCN(c3ccccc3)CC2)cc1	-22	-0.4	8	8	-11	-2.0	-1.0	-4	-11
9	CCn1cc(C(=O)NCc2ccco2)c(=O)c2cc(S(=O)(=O)N3CCc4ccccc4C3)ccc21	13	1.0	-6	-9	26	0.3	-0.1	-3	-16
10	CCOC(=O)c1ccc(-n2c(-c3ccco3)nc3ccccc3c2=O)cc1	4	0.3	nt	3	6	0.4	0.2	2	-10
11	COc1ccc(C(=O)N2c3cc4c(cc3C(C)=CC2(C)C)OCO4)cc1	4	-0.2	-15	-16	7	nt	nt	nt	nt
12	O=C(Nc1ccc(Cl)c([N+](=O)[O-])c1)c1ccco1	-14	0.3	-17	8	-21	-0.8	1.0	-5	14
13	O=C(Nc1ccc(N2CCOCC2)cc1N1CCOCC1)c1ncoc1-c1cccc(F)c1	-8	1.3	-11	-9	0	0.1	0.3	0	-3
14	CCOc1ccc(NC(=O)Cn2nnc(-c3ccccc3NC(=O)c3cccs3)n2)cc1	2	0.6	-10	-5	21	0.7	0.2	-4	-18
15	CCSc1nnc(NC(=O)c2cc(-c3ccc(C)c(C)c3O)n[nH]2)s1	6	0.7	1	5	19	nt	nt	nt	nt
16	O=C(O)CCn1[nH]c(=O)c2ccccc2c1=O	3	1.2	-7	-11	26	0.7	0.4	-13	1
17	Cc1nc(N2CCN(C)CC2)[nH]c(=O)c1Cc1cccc2ccccc12	9	-0.1	-7	-2	-5	2.1	1.8	-3	-11
18	CC(=O)Nc1ccc(C(=O)COC(=O)c2c(C)noc2C)c(F)c1	-12	1.2	nt	-11	2	1.1	-0.3	0	-1
19	CC(=O)NCCc1nc2ccccc2n1CCOc1ccccc1	-23	0.7	-13	-10	-5	1.7	0.7	1	8
20	Cc1ccc2c(c1)C=CC(C)(C)S2=O (stereo unspecified)	8	-0.2	-2	-6	-7	0.0	0.6	-6	-13
21	CCOC(=O)NC(NCc1ccccc1Cl)(C(F)(F)F)C(F)(F)F	-1	0.0	-3	7	-15	-3.0	-1.1	-16	-9
22	CC/S(C)=N/S(=O)(=O)c1ccc(C)cc1 (stereo unspecified)	10	3.2	1	-12	24	-0.8	0.5	2	0
23	CCC(Sc1nc(C)cc(=O)[nH]1)C(=O)Nc1nc2c(s1)CCCC2 (stereo unspecified)	0	-0.1	2	-9	15	0.0	-0.1	-10	-7
24	O=C(c1ccc(-c2ccc(Cl)cc2)o1)N1CCN(S(=O)(=O)c2cccs2)CC1	29	0.9	nt	-1	-13	4.4	4.3	-8	1
25	NCCCNC(=O)c1ccc(/C=N/O)nc1	-5	0.2	-8	-12	6	0.8	-0.1	-9	-5
26	COc1cc(/C=N/OCC(=O)Nc2cc(C)on2)ccc1OCc1ccccc1	-9	20*	7	10	3	24*	15	-21	-6
27	CC(C)CN1CCC(=O)N([C@H](COc2ccccc2)Cc2ccccc2)CC1	40	2.4	6	-10	12	2.2	-1.4	-12	-25
28	COc1ccccc1NC(=O)CSc1nnc(COc2ccccc2OC)n1C	19	0.7	1	-10	15	-1.2	-0.2	-11	-5
29	COC(=O)c1cc(OC)c(OC)cc1NC(=S)N1CCCC1	-22	1.3	-10	-4	6	-1.1	0.1	-7	-11
30	CC1(C)Nc2ccccc2C(=O)N1c1ccccc1	-3	-0.1	-8	-16	18	-0.6	-0.7	-5	-7
31	CC1CCCCN1S(=O)(=O)c1ccc(S(=O)(=O)N2CCN(C)CC2)cc1 (stereo unspecified)	-7	0.9	-6	-1	8	1.0	0.7	-9	-13
32	COc1ccccc1CNC(=O)c1cccc(S(=O)(=O)N2CCN(c3ccc(F)cc3)CC2)c1	11	4.2	nt	-12	12	5.4	11	-5	-5
33	O=C(Nc1c2c(nc3ccccc13)CCCC2)c1ccccc1Cl	3	0.4	-8	6	2	-1.7	-0.8	-13	-27
34	CN(CCO)CCC(=O)NC1(C)CS(=O)(=O)CC1S(=O)(=O)O (stereo unspecified)	-8	1.5	-8	-16	18	1.5	0.0	5	-8
35	O=C(O)C1C2CCC(C2)C1C(=O)NCc1ccccn1 (stereo unspecified)	-11	-0.1	-6	-3	0	0.4	0.1	-6	3
36	O=C(NCc1ccc2c(c1)OCO2)C1CCC(=O)N1C1CCCC1 (stereo unspecified)	-17	0.0	-18	-20	10	0.3	0.1	-7	-2
37	C=CCNC(=O)c1ccc(-c2nc(-c3ccccc3)cs2)cc1	28	2.1	-5	-5	19	-1.5	-1.4	-8	-8
38	CCC(C)N(CC(=O)Nc1cccc(C)c1C)C(=O)CCl (stereo unspecified)	nt	0.4	-1	5	-11	1.1	-0.2	-5	0
39	CC(C(=O)NCc1cccs1)N1CCN(S(=O)(=O)c2ccc3c(c2)OCCCO3)CC1 (stereo unspecified)	-41	0.6	nt	2	-13	nt	nt	nt	nt
40	COC(=O)c1c(C(=O)OC)c(-c2ccc(C)cc2)n2c1CS(=O)C2 (stereo unspecified)	10	0.3	-13	-2	10	-0.1	0.0	-6	-10
41	COCCn1c(SCc2cc(C(C)=O)ccc2OC)nc2cc(Cl)ccc2c1=O	-10	1.2	3	-8	20	0.2	1.2	-1	-21
42	CCOCCOc1nc2c(c(=O)n(C)c(=O)n2C)n1CCc1ccccc1	-1	2.0	6	-9	15	-0.1	3.0	-11	-18
43	O=C(Nc1ccc(N2CCOCC2)cc1)C1CC(=O)N(c2ccc(Cl)cc2)C1 (stereo unspecified)	-22	4.7	1	3	-4	-1.5	-0.4	0	-6
44	O=C(CCN1CCOCC1)NNC(=O)Nc1cccc(C(F)(F)F)c1	-14	7.7	-23	3	15	-0.5	-0.1	-5	-6
45	C=C(C)CN1CCN(c2ccc(N3C(=O)CCCC3=O)cc2[N+](=O)[O-])CC1	-1	0.6	14	-9	27	1.6	1.8	-5	1
46	C=CCN1C(=O)c2ccc(C(=O)OCC(=O)N(CC)C3CCS(=O)(=O)C3)cc2C1=O (stereo unspecified)	-21	0.2	nt	13	-15	0.7	0.2	0	-8
47	O=C(COc1ccc(Br)cc1)Nc1ccc(C(=O)Nc2ccccc2C(=O)O)cc1	-6	1.7	-13	-2	26	-1.1	0.6	-4	6
48	c1ccc(Cn2nnnc2CN2CCN(c3ncccn3)CC2)cc1	0	0.3	-5	-8	13	-0.3	0.4	-6	2
49	COc1ccc(C(=O)Nc2ccccc2C(N)=O)cc1	16	0.7	-4	-24	4	-0.6	0.0	0	-10
50	COc1ccc(CNC(=O)CCc2nnc3ccc(N4CCC5(CC4)OCCO5)nn23)cc1	-2	1.0	-13	-14	8	-0.2	0.8	1	-11

Other entries follow:
nr	molecule	TAAR1 antag	CHO-K1 Ca ag	GPR7 antag	CHO-K1 Ca antag	M1 PAM parental	OXTR ag	V1R ag counter	OXTR potentiator	CHO parental Ca
51	Cc1ccccc1OCC(=O)Nc1nnc(C2CC2)s1	-14	0.8	nt	3	5	-0.9	-0.7	2	-13
52	Cc1cc(C(=O)COC(=O)c2ccc3c(c2)OCO3)c(C)n1CC1CCCO1 (stereo unspecified)	-7	1.9	-4	-18	10	4.3	3.2	-8	-8
53	COC(=O)C1=C(C)N(Cc2ccccc2)C(=NCC2CC2)N[C@H]1c1ccccc1	15	1.1	nt	7	-12	3.4	0.1	-6	1
54	Cc1ccc2c(c1)C(=C(C#N)C#N)CCN2	3	4.6	nt	-10	2	nt	nt	nt	nt
55	N#C[C@H]1C2OC2c2ccccc2N1C(=O)c1ccccc1 (stereo partly specified)	5	8.3	nt	-3	-16	0.4	0.3	0	-3
56	CC(=O)c1c(C)[nH]c(C(=O)N2c3ccccc3CC2C)c1C (stereo unspecified)	-21	0.7	-7	1	19	0.3	0.0	-4	-10
57	CCc1ccc(C(=O)CSc2ncn[nH]2)cc1	-1	0.1	-2	-8	-6	-0.6	-1.0	1	-4
58	COc1ccc(NC(=O)CCS(=O)(=O)c2ccc3c(c2)NC(=O)C(C)S3)cc1OC (stereo unspecified)	-6	0.4	-13	-5	3	-1.0	0.3	1	-15

This is a random part of the collection, and some 3.5% of all compounds hit somewhere here.
